# GSK3beta inhib: human GSK3beta kinase inhibition | P49841 | GST-GSK3beta kinase, ADP-Glo luminescence, 60 min; active compounds read low | 300,000 tested, 0.038% active | activity score (negative = inhibition), % at 10 µM;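 active means more than half of replicate wells score below -50%, meaning over 50% inhibition versus plate controls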;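 further: 0% = median DMSO wells and -100% = median GW8510 positive control wells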
# Target sequence (P49841 whole entry, looked up): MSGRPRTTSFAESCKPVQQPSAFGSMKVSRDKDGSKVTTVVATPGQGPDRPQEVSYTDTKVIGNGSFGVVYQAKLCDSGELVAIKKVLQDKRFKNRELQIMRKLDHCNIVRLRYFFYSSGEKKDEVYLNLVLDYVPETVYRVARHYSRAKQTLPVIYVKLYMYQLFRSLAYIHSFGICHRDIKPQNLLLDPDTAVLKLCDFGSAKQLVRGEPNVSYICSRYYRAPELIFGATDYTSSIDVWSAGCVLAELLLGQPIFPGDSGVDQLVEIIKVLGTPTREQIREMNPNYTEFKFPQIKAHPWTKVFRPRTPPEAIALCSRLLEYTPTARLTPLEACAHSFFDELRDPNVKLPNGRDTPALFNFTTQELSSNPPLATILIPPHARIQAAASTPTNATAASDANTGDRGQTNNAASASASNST
#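 Assay system: GST-tagged human GSK3beta kinase, cell-free; Input: 1.6 ng GSK3beta; Medium: Tris/MgCl2 kinase buffer; Timing: 60 min enzyme reaction, room temperature; Signal: ADP-Glo luminescence quantifying ADP generated by kinase; Evaluation: score relative to plate controls; Benchmarks: DMSO neutral wells and GW8510 at 20 µM as positive.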
# GSK3A inh: inhibitors of human GSK-3 alpha kinase. ADP-Glo luminescence, 60 min. inhibition, % at 10 µM. 320,000 tested, 0.1% active. AID 2650;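 in the data active means inhibition above about 50%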;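 further: GST-tagged GSK-3 alpha with peptide substrate and 25 µM ATP; 0% = DMSO neutral wells and 100% = GW8510 positive control wells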
# Target sequence (P49840 whole entry, looked up): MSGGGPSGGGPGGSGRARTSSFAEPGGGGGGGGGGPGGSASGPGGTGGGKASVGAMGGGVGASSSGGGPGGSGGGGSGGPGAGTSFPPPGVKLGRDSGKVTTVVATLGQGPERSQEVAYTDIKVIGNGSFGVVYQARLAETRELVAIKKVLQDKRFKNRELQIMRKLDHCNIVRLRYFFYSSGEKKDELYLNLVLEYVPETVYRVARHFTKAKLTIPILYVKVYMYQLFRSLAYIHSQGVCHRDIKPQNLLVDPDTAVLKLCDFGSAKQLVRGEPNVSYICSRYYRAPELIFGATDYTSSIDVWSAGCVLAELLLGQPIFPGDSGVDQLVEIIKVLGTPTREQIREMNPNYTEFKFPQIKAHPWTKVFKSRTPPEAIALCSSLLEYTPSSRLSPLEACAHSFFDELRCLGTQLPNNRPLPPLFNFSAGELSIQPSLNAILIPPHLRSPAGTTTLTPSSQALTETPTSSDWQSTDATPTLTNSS
# IEC-6 tox: kills IEC-6 intestinal cells in KLF5 counter-screen | inhibition, % at 5 µM | IEC-6 cytotoxicity, luminescence viability | AID 1825 | 290,000 tested, 0.78% active; in the data active means inhibition above about 22%;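 further: 0% = plate median of test compound wells and 100% = cytotoxic reference compound wells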
# aSyn UTR inh: MLPCN primary screen, SNCA 5' untranslated region | alpha-synuclein 5'UTR reporter, inhibitor activity | inhibition, % (tested at 7.5 µM) | 300,000 tested, 0.82% active; in the data active means inhibition above about 60%;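 further: H4 neuroglioblastoma cells stably carrying SNCA 5'UTR luciferase fusion; 0% = DMSO wells and 100% = positive control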
# HSF1 inh: HSF1 inhibition. NIH3T3-HGL HSE-luciferase, MG132-induced, luminescence 8 h; active compounds read low. activity change, negative = inhibition, % at 7.5 µM (by protocol). 300,000 tested, 0.77% active. AID 2098;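 active means more than half of replicate wells show activity change below -50%, luminescence cut by over half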;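 further: luciferase reports HSF-1 transcriptional activity via heat shock element; 0% = median of DMSO wells and -100% = zero luminescence signal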
# HIF activator: HIF pathway transcriptional activation. activation, % at 7.5 µM (by protocol). 300,000 tested, 0.32% active. U2OS HRE-luciferase reporter, luminescence; normalized: DMSO 0%, desferrioxamine 100%;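 active means mean activation of at least 10% of the iron chelator positive control signal, with at least half of replicates also reaching 10%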
# KLF5 inh: kruppel-like factor 5 inhibition. AID 1700. DLD-1 KLF5 promoter-luciferase reporter, luminescence. inhibition, % at 5 µM. 290,000 tested, 0.23% active;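 active means inhibition above a per-plate limit of that plate's mean compound inhibition plus 3 SD, cut at about 60% in these data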;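 further: 0% = DMSO wells and 100% = LY294002 at 200 µM; higher means less KLF5 promoter-driven luciferase light; inactives centre near -14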
# HSF1 activator: increases HSF-1 driven luciferase reporter signal; 300,000 tested, 1.7% active; AID 504408; NIH3T3-HGL HSF-1 luciferase reporter, MG132, 8 h; 100% = twice DMSO control signal; activation, % at 9 µM;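 active means mean replicate activation of at least 50% with a set share of replicates each reaching 50%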;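 further: 0% = median of the neutral control wells and 100% = twice that signal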
# HSP90 refold inh: HSP90 refolding inhibition in rabbit reticulocyte lysate. AID 1789. inhibition, % at 5.6 µM. 290,000 tested, 0.91% active. luciferase refolding luminescence, 3 h;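 active means inhibition above the screen-wide mean plus 3 SD, computed separately per campaign, cut at about 16% in these data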;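 further: 0% = DMSO wells and 100% = 60 µM geldanamycin wells; inhibitors lower the luminescence because luciferase stays unfolded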
# AI-2 QS modul: modulators of Vibrio harveyi AI-2 quorum sensing system. Vibrio harveyi JMH597 AI-2 luminescence/OD600 ratio, 9 h; active compounds read low; strain lacks LuxN and CqsS sensors; 0 = neutral-control median. activity change, % at 7.5 µM. 300,000 tested, 0.4% active. AID 2094; in the data active means activity change below about -75%, passing the limit was not always enough;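 further: luminescence divided by OD600 gain over 9 h not by final OD600 alone; inactives centre near 13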
# * marks the source's active call; other numbers are inactive results; . = not tested or not shown.
Compound	HIF activator	GSK3A inh	AI-2 QS modul	IEC-6 tox	KLF5 inh	aSyn UTR inh	HSP90 refold inh	HSF1 inh	GSK3beta inhib	HSF1 activator
COc1ccc(C(=O)NC(=S)Nc2cccnc2)cc1OC	0.3	-1	12	-3	26	-12	-2	-28	3	-44
Nc1cc(N2CCCCC2)c(Cl)cc1[N+](=O)[O-]	-0.1	1	-4	-5	11	5	1	-11	-4	-13
CCOc1ccc2nc(SCC(=O)NC3CCCCC3)[nH]c2c1	0.6	-4	34	3	-15	2	1	9	0	5
CCOC(=O)Cc1csc(SCC(=O)Nc2sc3c(c2C(N)=O)CCC3)n1	-0.6	7	-2	-4	-6	13	-2	4	-4	5
Cc1ccc(S(=O)(=O)N2CC(O)C[C@H]2C(=O)OCC(=O)Nc2ccc(N3CCCCC3)cc2)cc1C (stereo partly specified)	0.0	.	16	.	.	-29	.	-8	-1	12
COc1cccc(CN2CC(C(=O)NCc3ccc(Cl)s3)CCC2=O)c1 (stereo unspecified)	-1.1	.	17	8	24	0	3	2	-3	16
CSCCC(NC(=O)c1ccc([N+](=O)[O-])cc1Cl)C(=O)OCC(=O)NCCCc1ccccc1 (stereo unspecified)	0.1	-4	-7	3	-7	11	5	3	1	25
CC(CN1CCOCC1)C(=O)c1ccccc1 (stereo unspecified)	0.3	-1	3	-4	-24	23	2	-7	3	0
Cc1cccc(NC(=S)NN2CCN(C)CC2)c1C	-0.4	0	25	-8	-25	32	2	-2	-3	-2
O=C(NC(=S)Nc1ccc(O)cc1)c1ccccc1Cl	2.5	3	18	5	-36	-161	-1	-3	0	-8

# Entries of single compounds, looked up by structure. Order of values: HIF activator | GSK3A inh | AI-2 QS modul | IEC-6 tox | KLF5 inh | aSyn UTR inh | HSP90 refold inh | HSF1 inh | GSK3beta inhib | HSF1 activator
# Cc1cccc(NC(=S)NN2CCN(C)CC2)c1C reads -0.4 | 0 | 25 | -8 | -25 | 32 | 2 | -2 | -3 | -2
# CC(CN1CCOCC1)C(=O)c1ccccc1 (stereo unspecified) reads 0.3 | -1 | 3 | -4 | -24 | 23 | 2 | -7 | 3 | 0
# CCOc1ccc2nc(SCC(=O)NC3CCCCC3)[nH]c2c1 reads 0.6 | -4 | 34 | 3 | -15 | 2 | 1 | 9 | 0 | 5
# COc1cccc(CN2CC(C(=O)NCc3ccc(Cl)s3)CCC2=O)c1 (stereo unspecified) reads -1.1 | . | 17 | 8 | 24 | 0 | 3 | 2 | -3 | 16
# COc1ccc(C(=O)NC(=S)Nc2cccnc2)cc1OC reads 0.3 | -1 | 12 | -3 | 26 | -12 | -2 | -28 | 3 | -44

# Carrying on.
Compound	HIF activator	GSK3A inh	AI-2 QS modul	IEC-6 tox	KLF5 inh	aSyn UTR inh	HSP90 refold inh	HSF1 inh	GSK3beta inhib	HSF1 activator
CCSc1nnc(NC(=O)c2cc(C)on2)s1	.	2	21	-3	-53	.	2	.	-2	.
Cn1nc(C(=O)Nc2ccc3c(c2)OCO3)c2ccccc2c1=O	1.0	-3	-3	5	-26	-19	7	7	-5	19
COc1ccc(OC)c(-c2csc(NC(=O)CN3C(=O)NC4(CCCC4)C3=O)n2)c1	-1.1	-1	.	.	.	9	.	1	.	8
Cc1c(C(=O)N2CCOCC2)c(S(=O)(=O)Nc2cccc(F)c2)c(C)n1C	0.1	0	11	0	-13	29	2	4	2	5
Cc1ccccc1Cn1cc(NC(=O)CCCn2nc([N+](=O)[O-])cc2C)cn1	-0.2	1	11	0	0	1	2	-2	-4	2
O=C(Nc1cccc(N=Cc2cc(Br)cc(Br)c2O)c1)c1ccco1	-0.1	-2	3	-2	7	-19	4	4	1	-4
COc1cccc(NC(=O)CC2C(=O)NC3CCCCC3N2C(=O)c2ccccc2)c1 (stereo unspecified)	-0.3	2	9	-2	-17	0	-6	-3	1	7
O=C(NCc1ccc2[nH]c3c(c2c1)CCCC3)c1ccc(S(=O)(=O)N2CCCC2)cc1	-0.1	-1	-7	-5	-14	1	1	5	-4	21
CCN=C1SC(CC(=O)Nc2ccc(C)cc2)C(=O)N1CC (stereo unspecified)	-0.9	5	16	5	-17	3	-2	3	-12	4
O=c1[nH]c(CN2CCN(C/C=C/c3ccccc3)CC2)nc2cc(Cl)ccc12	-0.1	1	24	5	-16	-21	2	-3	3	6

Compound	HIF activator	GSK3A inh	AI-2 QS modul	IEC-6 tox	KLF5 inh	aSyn UTR inh	HSP90 refold inh	HSF1 inh	GSK3beta inhib	HSF1 activator
Cc1cc(C(=O)CSc2nn(-c3ccccc3)c(=S)s2)c(C)n1Cc1ccco1	-0.3	4	15	1	-21	5	1	8	-1	7
CCCCNC(=O)N1CCN(c2ncccn2)CC1	-0.3	2	6	-3	-25	17	0	-4	1	10
Cc1ccc(CNC(=O)CN2C(=O)COc3ccc(C)cc32)cc1	0.1	2	21	-3	-31	-1	2	1	0	-1
Cn1c(=O)c2c(nc(SCC(=O)NCc3ccco3)n2C)n(C)c1=O	-0.1	1	4	5	2	20	2	.	1	.
Cc1nc2oc3ccc(F)cc3c(=O)c2cc1C(=O)O	1.2	-2	5	4	-1	-75	-1	4	-1	3
CC(C)N1CCC(NC(=O)NC2CCCCC2)CC1	0.2	-1	8	6	18	-51	0	3	0	22
Cc1ccc([N+](=O)[O-])cc1S(=O)(=O)Nc1ccccn1	-0.1	-1	9	8	-10	-18	5	-9	0	-20
O=C(Nc1cnn(Cc2ccc(F)cc2)c1)C(c1ccccc1)c1ccccc1	-0.4	.	-10	5	3	26	4	13	-1	42
CCN1CCN(CCCNC(=O)c2cc3sccc3n2CC)CC1	-0.4	-1	6	2	10	13	-1	-3	-2	0
Cc1nc2cc(C(F)(F)F)ccc2n1C1CCN(CC(=O)NC(C)(C)C)CC1	-0.4	3	15	3	0	-17	-2	-4	-2	-13

# Fetched by compound from the entries so far:
Compound	HIF activator	GSK3A inh	AI-2 QS modul	IEC-6 tox	KLF5 inh	aSyn UTR inh	HSP90 refold inh	HSF1 inh	GSK3beta inhib	HSF1 activator
Cc1nc2cc(C(F)(F)F)ccc2n1C1CCN(CC(=O)NC(C)(C)C)CC1	-0.4	3	15	3	0	-17	-2	-4	-2	-13
CCCCNC(=O)N1CCN(c2ncccn2)CC1	-0.3	2	6	-3	-25	17	0	-4	1	10
Cn1c(=O)c2c(nc(SCC(=O)NCc3ccco3)n2C)n(C)c1=O	-0.1	1	4	5	2	20	2	.	1	.
Cc1ccc(CNC(=O)CN2C(=O)COc3ccc(C)cc32)cc1	0.1	2	21	-3	-31	-1	2	1	0	-1
Cc1nc2oc3ccc(F)cc3c(=O)c2cc1C(=O)O	1.2	-2	5	4	-1	-75	-1	4	-1	3

# (listing goes on)
Compound	HIF activator	GSK3A inh	AI-2 QS modul	IEC-6 tox	KLF5 inh	aSyn UTR inh	HSP90 refold inh	HSF1 inh	GSK3beta inhib	HSF1 activator
CCN(CC)C(=O)c1cc2c(=O)oc3ccccc3c2s1	0.3	3	26	7	-17	-40	1	0	-1	9
COC(=O)c1cc(C(=O)c2c(C)cc3ccccn23)cc([N+](=O)[O-])c1	1.3	0	14	44*	3	-41	3	11	-3	17
CCN(CC)S(=O)(=O)c1cccc(-n2c(O)c(C=Nc3ccccc3C(=O)O)c3ccccc3c2=O)c1	1.3	0	-2	17	-21	-58	0	-27	-3	-40
Cn1c(=O)[nH]c(=O)c2c1nc(CN1CCOCC1)n2Cc1ccc(F)cc1	.	1	.	7	-18	.	-1	.	.	.
COc1ccc(N(C(=O)c2ccco2)C(C(=O)NC2CCCC2)c2ccc(N(C)C)cc2)cc1 (stereo unspecified)	-0.1	-2	21	6	8	-10	3	8	0	2
COc1c(N2CCN(C(=S)NCc3ccccc3)C(C)C2)c(F)cc2c(=O)c(C(=O)O)cn(C3CC3)c12 (stereo unspecified)	0.0	2	20	2	-32	21	-5	-14	3	-15
COc1ccccc1Cn1c(=S)[nH]c2cc(C(=O)NCC3CCCO3)ccc2c1=O (stereo unspecified)	-0.2	.	2	-2	-12	10	2	-5	2	-3
C/C(=N\NC(N)=S)C1C2C3CC4C5CC(C42)C1C53 (stereo unspecified)	-0.2	-1	-11	1	5	-56	4	-6	0	16
O=C1CC2c3ccccc3C1C1C(=O)N(CCc3ccccc3)C(=O)C21 (stereo unspecified)	-0.2	-2	8	-7	-2	39	-3	-12	1	-27
Cc1ccc(COC(=O)c2nn(C)c(=O)c3ccccc23)cc1	2.2	0	29	5	0	2	2	1	1	-7

Compound	HIF activator	GSK3A inh	AI-2 QS modul	IEC-6 tox	KLF5 inh	aSyn UTR inh	HSP90 refold inh	HSF1 inh	GSK3beta inhib	HSF1 activator
CN1C(=O)c2cccc3c(S(=O)(=O)N(C)C)ccc1c23	-0.2	-1	2	3	-11	14	0	4	0	21
N#Cc1ccc(N2CCOCC2)nc1	-0.4	-1	-3	2	-12	6	0	2	-3	12
O=C(NCCc1ccccc1Cl)C1CC(=O)N(C2CCCCC2)C1 (stereo unspecified)	-0.3	-1	15	-5	-7	12	0	2	-5	-8
CC[C@@]12C(=O)N(c3cccc(Br)c3)C(=O)N1[C@H](c1ccc(Br)cc1)[C@@H]1C(=O)N(C(C)(C)C)C(=O)[C@@H]12	0.8	.	26	.	.	-22	.	12	0	31
COc1ccc(C(=O)Nc2ccccn2)cc1S(=O)(=O)N1CCOCC1	0.1	1	10	3	-14	8	-1	-7	-6	-26
CC(=O)N1CN(C2CCS(=O)(=O)C2)Cc2c1sc1c2CCCC1 (stereo unspecified)	-0.1	4	9	2	-19	18	1	-3	-1	-3
COc1ccccc1CC(=O)N1CCN(c2cccc(Cl)c2)CC1	-1.3	-4	1	1	0	14	0	-1	4	19
Cc1ccc(NC(=O)CNC(c2ccccc2)c2ccccc2)c(F)c1	-0.3	4	11	-3	-17	13	5	1	4	-10
O=C(CSCc1cccc(Br)c1)N1CCOCC1	0.6	-4	7	-2	3	-67	2	0	5	13
Cc1cccn2c(=O)nc(SCC(=O)N3CCOCC3)nc12	-0.1	-2	35	.	.	6	.	4	1	19

Compound	HIF activator	GSK3A inh	AI-2 QS modul	IEC-6 tox	KLF5 inh	aSyn UTR inh	HSP90 refold inh	HSF1 inh	GSK3beta inhib	HSF1 activator
Cc1ccc(C(=O)OCC(=O)NC2CCCCC2)s1	0.2	.	-5	-6	11	-7	2	4	1	2
CN1CCN(C(=O)c2c(NC(=O)c3ccco3)sc3c2CCC(C(C)(C)C)C3)CC1 (stereo unspecified)	0.2	0	10	-1	-31	22	-2	-8	-4	2
Cn1c(SCC(=O)N2CCCCCC2)nc2c(c1=O)SCC2	-0.4	0	0	4	-50	-3	0	-2	-2	9
COc1ccccc1C/C(N)=N/OC(=O)COc1cccc2ccccc12	-0.6	0	9	8	11	12	4	-1	3	0
CCn1nc(C)c(NC(=O)CCCSc2nc(-c3ccco3)cc(C(F)(F)F)n2)c1C	-0.1	.	30	7	-14	10	3	6	4	-1
O=C(O)C1CC(c2ccc(F)cc2)=NO1 (stereo unspecified)	0.1	-2	2	1	-33	14	1	-4	0	-13
COC(=O)c1ccc(NC(=O)CCN2CCOCC2)cc1	1.6	-2	-8	0	-18	0	3	-3	8	-3
